E coli Lon inh: inhibits E. coli Lon protease; P0A9M0; purified E. coli Lon protease, fluorescence polarization; inhibition, % at 7.94 µM; actives 0.42% (n = 360,000); in the data active means inhibition above about 13%, passing the limit was not always enough;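 further: 0% = enzyme with probe and DMSO and 100% = no enzyme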
SKN-1 inh: blocks SKN-1 activity in C. elegans. actives 0.49% (n = 360,000). C. elegans VP596 Pgst-4::GFP/RFP ratio, acrylamide-induced, 24 h. inhibition, % at 21.8 µM. AID 624304;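 active means interference check ratio from 0.5 to 1.5 plus GFP to RFP signal ratio inhibition reaching or exceeding a fixed threshold, cut at about 30% in these data, passing the limit was not always enough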; further: some compounds called inactive have numbers as strong as hits
FAS-TE inh: FAS thioesterase (human) inhibition. inhibition, % at 15 µM. recombinant FAS-TE, OMFH fluorogenic substrate, fluorescence endpoint. AID 602261. actives 0.67% (n = 360,000);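 active means compounds whose normalised, plate-corrected inhibition of enzyme fluorescence in the single-dose primary screen is 50% or more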;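 further: 0% = DMSO with enzyme and 100% = substrate without enzyme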
Neddyl block: blocks human cullin neddylation; AID 651699; P61081+Q13564; calls only at 25 µM; TR-FRET cullin neddylation, biochemical; actives 0.58% (n = 360,000); in the data active means inhibition above about 36%
Target sequence (P61081 whole entry, looked up): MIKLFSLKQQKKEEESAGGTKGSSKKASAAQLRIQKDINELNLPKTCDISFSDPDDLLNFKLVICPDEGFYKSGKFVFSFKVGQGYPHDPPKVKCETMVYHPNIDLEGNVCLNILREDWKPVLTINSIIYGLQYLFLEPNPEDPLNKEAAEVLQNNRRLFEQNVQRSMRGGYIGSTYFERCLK
Target sequence (Q13564 whole entry, looked up): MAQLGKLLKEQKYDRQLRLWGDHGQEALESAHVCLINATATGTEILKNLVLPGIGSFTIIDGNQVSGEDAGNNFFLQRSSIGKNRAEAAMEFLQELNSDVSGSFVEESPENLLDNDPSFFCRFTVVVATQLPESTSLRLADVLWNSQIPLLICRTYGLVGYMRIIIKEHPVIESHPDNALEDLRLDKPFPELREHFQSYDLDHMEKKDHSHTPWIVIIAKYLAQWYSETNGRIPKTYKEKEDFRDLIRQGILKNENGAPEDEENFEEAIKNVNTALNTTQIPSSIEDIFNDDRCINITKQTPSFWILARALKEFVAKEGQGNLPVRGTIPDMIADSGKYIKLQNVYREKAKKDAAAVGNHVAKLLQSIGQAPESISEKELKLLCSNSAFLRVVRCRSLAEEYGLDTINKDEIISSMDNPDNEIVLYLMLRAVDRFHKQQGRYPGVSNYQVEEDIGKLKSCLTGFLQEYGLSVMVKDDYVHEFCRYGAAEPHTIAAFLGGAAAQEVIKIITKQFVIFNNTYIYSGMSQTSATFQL
Rin1 Abl inh: inhibitors of human Rin1-Abl protein interaction | P00519+Q13671 | TR-FRET Rin1/Abl binding, biochemical | inhibition, % at 7.35 µM | actives 0.4% (n = 360,000) | AID 588664; in the data active means inhibition above about 5%, passing the limit was not always enough
MT1-MMP act inh: blocks activation of human MT1-MMP. HT1080 RFP-PRO-GFP cells, GFP/RFP ratio fluorescence, overnight; percent of plate control window, DMSO zero. GFP/RFP ratio change, % at 20 µM. P50281. actives 0.061% (n = 360,000);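 active means GFP/RFP ratio change of at least 30% with cell ATP level not reduced by more than half and red fluorescence within 50% of control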; further: strong numbers were not always called active
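Assay system: HT1080 RFP-PRO-GFP cells | Dosing: 20 µM single dose, 1% DMSO | Incubation: Cells overnight before dosing, compound overnight, 37 °C, 5% CO2 | Evaluation: GFP/RFP fluorescence ratio | Control set: DMSO-only wells and HT1080 RFP-L50D-GFP cell wells as references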
MLLE-PAM2 inh: blocks PAM2 peptide binding to the PABP1 MLLE domain; AID 588489; GST-MLLE / FITC-PAM2 fluorescence polarization; P11940; actives 0.36% (n = 360,000); inhibition, % at 20 µM; in the data active means inhibition above about 35%, passing the limit was not always enough;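 further: plate controls were DMSO wells with GST-MLLE for no effect and wells lacking GST-MLLE protein for full effect; some results filed as inactive read as strong as hits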
MsrA act: activators of bovine methionine sulfoxide reductase A; actives 0.3% (n = 360,000); purified bovine MsrA, absorbance read-out; activation, % at 10.6 µM; in the data active means activation above about 7.5%;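 further: 0% = vehicle and 100% = reference activator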
NRP1-CendR mod: alters CendR peptide binding to human NRP-1; AID 602438; actives 0.85% (n = 360,000); O14786; FAM-RPARPAR peptide binding to NRP-1, fluorescence polarization; inhibition, % at 25 µM;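 active means inhibition or corrected inhibition above about 18%, plus a signal ratio from 0.5 to 1.5, limit read from the data, passing the limit was not always enough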; further: strong numbers were not always called active
The depositor's hits bear a star; i = inactive; · = no result given.

SMILES | E coli Lon inh | SKN-1 inh | FAS-TE inh | Neddyl block | Rin1 Abl inh | MT1-MMP act inh | MLLE-PAM2 inh | MsrA act | NRP1-CendR mod
O=c1[nH]c(=S)n(C2CC2)c(O)c1C=NCc1ccc(F)cc1 | 5 | -4 | 0 | i | -4 | 1 | 16 | -7 | 0
COc1cc(O)cc2c1C(=O)OC(C)CCCC(=O)CCC/C=C\2 (stereo not given) | -6 | 1 | 1 | i | 1 | -4 | -8 | -2 | 6
O=P(Oc1ccccc1)(Oc1ccccc1)N1CCOCC1 | -10 | 6 | -6 | i | 0 | 0 | 13 | -2 | 5
Brc1ccc2c(c1)CN(CC1CCCCC1)Cc1cnnn1-2 | -5 | -1 | 16 | i | 4 | 0 | -13 | -3 | 12
CCCC/C(=N/O)c1c(C)[nH]c2ccccc12 | 5 | -13 | -2 | i | 0 | 1 | -1 | 1 | 0
CCOP(=O)(OCC)C(NC(=O)c1ccccc1)C(Cl)(Cl)Cl (stereo not given) | -7 | 14 | -12 | i | 0 | 2 | 12 | -5 | 0
CC[C@@]1(O)C(=O)OCc2c1cc1n(c2=O)Cc2cc3c(NC(=O)CN)cccc3nc2-1 | 1 | 2 | -1 | · | -7 | -1 | -12 | -4 | -8
CC(=O)Nc1nc(CCl)cs1 | -1 | 6 | -10 | i | 2 | 4 | 15 | -6 | -1
CC(C)N1CCN(Cc2cccc([N+](=O)[O-])c2)CC1 | -4 | 11 | -2 | i | 4 | 1 | 18 | -3 | 15
CNC(=O)Oc1ccc(N(C)C)cc1C(C)C | -1 | 19 | -6 | i | 3 | -2 | -13 | -1 | 9
O=c1[nH]c(=O)n(Cc2ccco2)c(O)c1C=NC1CC1 | 2 | -8 | -4 | i | 2 | -2 | 2 | -11 | -1
O=C1CN=C(c2ccccc2)c2ccccc2N1 | 1 | 10 | -4 | i | 0 | 0 | -12 | -2 | -6
COc1ccc(CNCCc2ccc(Cl)cc2)c(OC)c1OC | 0 | -27 | -4 | i | 1 | 0 | 2 | -5 | 2
O=[N+]([O-])c1ccc(N2CCNCC2)c(Cl)c1 | 0 | 3 | 6 | i | 1 | -6 | 14 | -6 | -1
CCNc1nc(NC(C)(C)C)nc(SC)n1 | -2 | 9 | -1 | i | -3 | 0 | -1 | -3 | -8
COC(=O)C1=C(c2cccc(Cl)c2)C[C@@H]2CC[C@H]1N2C(=O)NCC1CC1 | 7 | 1 | -2 | i | -2 | 4 | 10 | -12 | -10
COc1ccc(C2CN(C)CC2C(=O)c2ccc(F)cc2)cc1Cl (stereo not given) | 7 | 11 | 1 | i | -3 | -8 | 6 | 0 | 7
Oc1ccc2c3c1OC1c4oc5ccccc5c4C[C@@]4(O)[C@@H](C2)N(CC2CC2)CC[C@]314 (stereo not given in full) | -8 | 7 | -1 | i | 0 | -1 | 3 | -5 | -4
O=C(Oc1ccc([N+](=O)[O-])cc1)N1CCC(N2CCCCC2)CC1 | -12 | 23 | -11 | i | 1 | 0 | -4 | 0 | -8
COC(=O)C1=Nc2ccccc2/C1=C\c1c(O)n(C)c(=O)n(C)c1=O | -26 | 11 | -5 | i | -4 | -7 | -25 | -3 | -24
CCOC(=O)[C@]12Cc3cc(OC)c(OC)cc3[C@H]1N(Cc1ccccc1)C(=O)c1ccccc12 | 0 | 18 | 12 | i | 1 | -5 | -3 | -4 | 0
CC1(C)CN=C(Nc2nc3ccccc3s2)S1 | -4 | -5 | 2 | i | 0 | -1 | 2 | -5 | -13
O=C(Cn1c(=O)n(CC2CS2)c2ccccc21)N1CCCCC1 (stereo not given) | 0 | 5 | -9 | i | 2 | -1 | 1 | -8 | 6
CCCCCCC(=O)c1c(O)n(-c2ccccc2OC)c(=O)[nH]c1=O | -1 | 4 | -10 | i | 1 | -2 | -2 | -7 | 3
COC(=O)C1=C(c2cccc(OCc3ccccc3)c2)C[C@@H]2CC[C@H]1N2C(=O)NCCCOC(C)C | 6 | 2 | 3 | i | 4 | 0 | 5 | 0 | 11
O=[N+]([O-])[N-][n+]1cnn(Cc2ccc(Cl)cc2)c1 | -3 | 4 | -3 | i | 2 | -2 | -12 | -1 | 14
O=C1C2CCCN2C(c2cccnc2)N1c1ccc(Cl)c(Cl)c1 (stereo not given) | -6 | -18 | -3 | i | 4 | 2 | -12 | -8 | -7
CCOC(=O)[C@]12Cc3cc(Cl)ccc3[C@H]1N(C)C(=O)c1ccccc12 | 13 | 13 | 0 | i | · | -3 | · | -2 | -9
CC(=O)O[C@@]12CO[C@@H]1C[C@H](OC1OCC(O)C(O)C1O)[C@@]1(C)C(=O)[C@H](O)C3=C(C)[C@@H](OC(=O)[C@H](O)[C@@H](NC(=O)c4ccccc4)c4ccccc4)C[C@@](O)([C@@H](OC(=O)c4ccccc4)C12)C3(C)C (stereo not given in full) | 4 | 6 | 8 | i | 0 | -2 | 11 | -2 | 1
COC(=O)C1=C(c2ccc(F)cc2OCc2ccccc2)C[C@@H]2CC[C@H]1N2C(=O)NCc1ccccc1 | -2 | -2 | 23 | i | 6 | -6 | 1 | -8 | 0
CC[N+](C)(CC)CCCOC(=O)C(O)(c1ccccc1)C1CCCCC1 (stereo not given) | 0 | 0 | -6 | i | 0 | -6 | -102 | 2 | 0
CC1CCN(CC#CCOc2ccc(Cl)cc2)CC1 | -8 | 8 | 5 | i | -2 | 0 | 4 | -3 | -3
CCCCn1c(O)c(C=NCc2ccc3c(c2)OCO3)c(=O)[nH]c1=O | -6 | 0 | -1 | i | 1 | -5 | 13 | -5 | -2
Nc1ccc2c(c1)oc1ccccc12 | 4 | 14 | -2 | i | 2 | 6 | 7 | -2 | -2
COc1cc(C2SCC(=O)Nc3c2c(=O)[nH]n3C2CCCCCC2)cc(OC)c1OC (stereo not given) | 3 | -17 | -8 | i | 0 | 1 | 11 | 0 | 3
COc1ccc(CCn2c(O)c(C=Nc3ccc(NC(C)=O)cc3)c(=O)[nH]c2=O)cc1OC | -18 | 9 | -8 | · | 1 | -1 | -48 | -3 | -39

An excerpt of these results, with two lines to a compound.
Values run as follows: E coli Lon inh | SKN-1 inh | FAS-TE inh | Neddyl block | Rin1 Abl inh | MT1-MMP act inh | MLLE-PAM2 inh | MsrA act | NRP1-CendR mod
O=[N+]([O-])[N-][n+]1cnn(Cc2ccc(Cl)cc2)c1
  -3 | 4 | -3 | i | 2 | -2 | -12 | -1 | 14
O=C1C2CCCN2C(c2cccnc2)N1c1ccc(Cl)c(Cl)c1 (stereo not given)
  -6 | -18 | -3 | i | 4 | 2 | -12 | -8 | -7

Profiles as entered above. Values in the order: E coli Lon inh, SKN-1 inh, FAS-TE inh, Neddyl block, Rin1 Abl inh, MT1-MMP act inh, MLLE-PAM2 inh, MsrA act, NRP1-CendR mod
CC[N+](C)(CC)CCCOC(=O)C(O)(c1ccccc1)C1CCCCC1 (stereo not given) in the list: 0, 0, -6, i, 0, -6, -102, 2, 0
COc1ccc(CCn2c(O)c(C=Nc3ccc(NC(C)=O)cc3)c(=O)[nH]c2=O)cc1OC in the list: -18, 9, -8, ·, 1, -1, -48, -3, -39
Nc1ccc2c(c1)oc1ccccc12 in the list: 4, 14, -2, i, 2, 6, 7, -2, -2

Later entries
SMILES | E coli Lon inh | SKN-1 inh | FAS-TE inh | Neddyl block | Rin1 Abl inh | MT1-MMP act inh | MLLE-PAM2 inh | MsrA act | NRP1-CendR mod
CC(=O)N1CN2CN(C(C)=O)CC(C(=O)c3ccccc3)(C2)C1 | -14 | -15 | -18 | i | -1 | -1 | -3 | -9 | 2
CC12C=CC(=O)C=C1CCC1C2C(O)CC2(C)C1CCC2(C)O (stereo not given) | -4 | 6 | -10 | i | -3 | 1 | 3 | -1 | 16
COC(=O)C(O)(c1ccc(N(C)C(=O)c2cccs2)cc1)C(F)(F)F (stereo not given) | -2 | -6 | 2 | i | 1 | -5 | 15 | -3 | 1
C=CCN1Cc2ccccc2-n2nncc2C1 | -3 | -2 | -8 | i | 3 | 5 | 9 | -3 | 16
CN(C)/C=C1/C(=O)NC(=O)N(CCNc2ncc(C(F)(F)F)cc2Cl)C1=O | -74 | 5 | -8 | i | 5 | -14 | -66 | -6 | -58
CCc1ccc(C2=NN(CCC(=O)N3CCC4(CC3)OCCO4)C(=O)CC2)cc1 | 7 | 0 | -6 | i | -4 | -5 | -8 | -10 | 0
CCOC(=O)c1ccc(N=Cc2c(O)n(-c3ccccc3F)c(=S)[nH]c2=O)cc1 | -39 | 5 | -8 | i | -1 | -6 | -69 | -5 | -8
O=C(c1cc(C(=O)NCc2ccc(Cl)cc2)c(=O)n(Cc2ccc(Cl)cc2)c1)c1cc(F)ccc1O | -10 | 6 | 25 | i | 2 | -6 | -5 | -3 | 2
CCc1cc(=O)oc2cc(C)cc(OCC(=O)N3CCC(C(=O)O)(c4ccccc4)CC3)c12 | -1 | 0 | -2 | · | -3 | 5 | 2 | -1 | -3
O=[N+]([O-])/C=C/c1c(Cl)cccc1Cl | -5 | -7 | -4 | i | 4 | 4 | 25 | -5 | -6
COC(=O)C1=C(c2ccc(OC)c(OC)c2)C[C@@H]2CC[C@H]1N2C(=O)NCc1cccc2ccccc12 | -6 | 3 | 7 | i | 1 | 0 | 16 | -1 | 23
Cc1ccc(NC(=O)c2cc(-c3ccccc3)n(CCCN3CCOCC3)c2C)cc1 | 2 | -15 | 0 | i | 1 | -4 | -17 | -5 | -11
C=CCn1c(O)c(C(C)=NCc2ccc3c(c2)OCO3)c(=O)[nH]c1=O | 10 | -7 | -2 | i | -1 | 2 | 1 | -3 | -3
CN1C(=O)C(=Cc2ccccc2OCc2ccccc2Cl)C(=O)N(C)C1=O | -3 | -2 | -6 | i | 3 | 1 | 12 | -2 | -10
CN(C)C1=C(C#N)C(c2ccccc2)=NP(N(C)C)(N(C)C)=N1 | 5 | 3 | -3 | i | -3 | 1 | 1 | -3 | 2
CN1CCN(c2ccc([N+](=O)[O-])c(NCc3ccco3)c2)CC1 | -2 | 8 | -7 | i | -11 | -6 | -15 | -5 | 7
CCOC(=O)[C@]12Cc3cc(Cl)ccc3[C@H]1N(Cc1ccccc1)C(=O)c1ccccc12 | -19 | 10 | 30 | i | 2 | -9 | 7 | -3 | 8
CC(Cc1ccccc1)NC(=O)Cc1ccc(N(C)C)cc1 (stereo not given) | -10 | -11 | -9 | i | 2 | 4 | 1 | -3 | -6
CC(C(=O)N1CCC2(CC1)OCCO2)C1Sc2ccccc2NC1=O (stereo not given) | -2 | -8 | -3 | i | 1 | -1 | 12 | 1 | 7
COc1ccc(-n2c(-c3ccccc3Br)nc3ccccc3c2=O)cc1 | -5 | 8 | 4 | i | 3 | -6 | 9 | 2 | -1
C/C=C1\CN2[C@H]3C[C@@]45c6ccccc6N(C)[C@H]4[C@@H]2CC1C3[C@H]5O (stereo not given in full) | -9 | 2 | -5 | i | -2 | 5 | 11 | -1 | 0
CCc1ccc(/C=C(/C#N)C(N)=S)cc1 | 0 | 0 | -9 | i | -2 | 0 | 28 | 3 | -3
CCN(CC)C(=O)c1ccc(NC(=O)c2sccc2-c2ccccc2)cc1 | -4 | 2 | -6 | i | -4 | 0 | 4 | -6 | 2
O=C(C[N+]12CCC(CC1)C(OC(=O)c1ccccc1)C2)c1ccc([N+](=O)[O-])cc1 (stereo not given) | -4 | -6 | -3 | i | -2 | -6 | 0 | 3 | -2
Cc1cccc(NC2=NCCCS2)c1C | -1 | -9 | -13 | i | 0 | -4 | -13 | -9 | 6
c1ccc2c(CN3CCN(C4CCCCC4)CC3)c[nH]c2c1 | -10 | 11 | -3 | i | -3 | -3 | -9 | 0 | -5
CCOC(=O)c1cccc([P+](=O)O)c1 | 0 | -4 | -5 | i | 5 | 2 | -8 | -1 | 4
C[N+]1(C)C2CCC1CC(OC(=O)c1c[nH]c3ccccc13)C2 (stereo not given) | -12 | -4 | -2 | i | -3 | -6 | -126 | -3 | 1
COc1ccc(NP2(=O)OCC(C)(N)CO2)cc1 (stereo not given) | -25 | 7 | -6 | i | 2 | -1 | 6 | 2 | 5

The list is partial; the hit share may differ from the screen's.
